D1 agonist – activates the human D1 dopamine receptor. 360,000 tested, 1% active. P21728. activation, % at 2 µM. HEK293 T-REx D1 cells, calcium flux, agonist mode; in the data active = activation above about 30%; note: 0% is about no effect
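Agonism was scored from calcium flux recorded over 180 s (1 read/s) after pintool compound addition, following a 10-cycle baseline. Cells were inducible force-coupled HEK293 TREx D1, plated overnight at 30 C and loaded with no-wash calcium dye.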
RXFP1 ag – RXFP1 (human) receptor agonism; Q9HBX9; HEK293T-RXFP1 cAMP TR-FRET, 30 min; response scale: percent of porcine relaxin response, buffer zero; Potency, µM (series often up to 57.5 µM), inactives show top-dose activation, actives largely listed as activators; 370,000 tested, 0.3% active; note: potency is the fitted concentration of half-maximal effect; % is set by controls: 0 for no effect and ±100 for the full control effect; nearly all actives have a fitted effect of over 60% in size; many of its hits are not listed in these tables
Target sequence (Q9HBX9 whole entry, looked up): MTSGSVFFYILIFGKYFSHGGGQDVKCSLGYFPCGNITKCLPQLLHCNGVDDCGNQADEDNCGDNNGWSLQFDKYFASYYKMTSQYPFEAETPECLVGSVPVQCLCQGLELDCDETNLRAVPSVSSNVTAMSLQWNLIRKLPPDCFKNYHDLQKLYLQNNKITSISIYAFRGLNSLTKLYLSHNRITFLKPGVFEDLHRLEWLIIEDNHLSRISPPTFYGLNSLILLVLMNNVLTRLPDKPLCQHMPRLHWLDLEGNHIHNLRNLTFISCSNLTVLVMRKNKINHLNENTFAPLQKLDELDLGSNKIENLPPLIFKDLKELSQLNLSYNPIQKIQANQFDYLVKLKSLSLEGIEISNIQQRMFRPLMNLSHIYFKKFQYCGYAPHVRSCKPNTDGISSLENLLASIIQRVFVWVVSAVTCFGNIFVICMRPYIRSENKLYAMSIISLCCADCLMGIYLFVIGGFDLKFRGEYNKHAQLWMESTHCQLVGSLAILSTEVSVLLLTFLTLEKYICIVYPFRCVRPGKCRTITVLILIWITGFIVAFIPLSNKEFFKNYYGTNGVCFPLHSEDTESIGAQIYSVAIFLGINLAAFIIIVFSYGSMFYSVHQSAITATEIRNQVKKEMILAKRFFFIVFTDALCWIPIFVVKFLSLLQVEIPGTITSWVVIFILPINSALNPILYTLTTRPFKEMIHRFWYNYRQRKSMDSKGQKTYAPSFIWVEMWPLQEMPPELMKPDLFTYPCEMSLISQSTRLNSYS
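Agonist response is measured as cAMP accumulation in an RXFP1-transfected HEK293T line under PDE4 inhibition. Values are scaled between buffer-only and 29 nM porcine relaxin, and EC50s come from standard Hill equation fits.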
RXFP1 antagonist – antagonists of human relaxin receptor RXFP1; activity change, negative = inhibition, % at 57.5 µM; Q9HBX9; HEK293-RXFP1, relaxin-stimulated cAMP HTRF, 30 min; stronger effect = lower value; 350,000 tested, 0.59% active;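 active = activity change of -60% or lower, but not beyond a set lower limit; inconclusive = change between -60% and -40%, or beyond the set limit; inactive = change above -40%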; note: % is set by controls: 0 for no effect and ±100 for the full control effect
Vif-A3G inh – blocks the Vif interaction with human APOBEC3G | Q9HC16 | Potency, µM (series often up to 46.1 µM), without a hit: at the highest dose activity, negative = active, most hits filed as inhibitors | HeLa A3G-eYFP + Vif (tagged APOBEC3G with the HIV-1 protein that degrades it), YFP fluorescence, overnight | 410,000 tested, 0.076% active;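 note: potency is the fitted concentration of half-maximal effect; % is set by controls: 0 for no effect and ±100 for the full control effect; nearly all actives have a fitted effect of over 60% in size; hits raise eYFP signal because A3G escapes Vif-driven loss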
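Read-out is eYFP fluorescence (Ex 488/Em 500-530) from Vif-expressing HeLa A3G-eYFP cells; more signal means A3G escaped Vif-mediated degradation. Cells plated overnight, compound pinned in, incubated overnight at 37 deg C.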
Glioma ERSR ind – inducers of ER stress response in human glioma cells. Potency, µM, for inactives: at the top dose activation, actives largely listed as activators. U87-MG GRP78 promoter luciferase reporter, 16 h. 420,000 tested, 0.02% active. AID 602332; note: potency is the fitted concentration of half-maximal effect; series mostly up to about 76 µM; % of control where 0% means no effect; nearly all actives have a fitted effect of over 35% in size
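ERSR induction read as luciferase luminescence (Bright-Glo, 10 min at room temperature) in stably transfected human U87-MG glioma cells exposed to compounds for 16 h, using GRP78 as sensor.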
D1 potentiator – potentiators of human D1 dopamine receptor; P21728; HEK293 TREx D1 cells, calcium flux, dopamine EC20 potentiation; potentiation, % at 10 µM; 360,000 tested, 0.036% active; AID 504651; in the data active = potentiation above about 30%; note: 0% is about no effect
D1 antagonist – blocks dopamine activation of the human D1 receptor. 360,000 tested, 3.2% active. activity change, negative = inhibition, % at 10 µM. HEK293 TREx D1 cells, calcium flux, dopamine EC80; stronger effect = lower value; in the data active = activity change below about -30%; note: % is set by controls: 0 for no effect and ±100 for the full control effect
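Kinetic fluorescence of a calcium dye serves as the read-out. D1-expressing Hek293 Trex cells, induced overnight at 30 C, are exposed to compound for 180 s before an EC80 dopamine addition, then read 180 s further.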
Vif-A3F inh – inhibitors of Vif-A3F interaction | 390,000 tested, 0.2% active | Potency, µM (doses to about 46.1 µM), for the others: at the top dose activity, negative = active | HeLa A3F-eYFP + Vif (tagged APOBEC3F with the HIV-1 protein that degrades it), YFP fluorescence increase | AID 602313; note: potency is the fitted concentration of half-maximal effect; % of control where 0% means no effect; nearly all actives have a fitted effect of over 65% in size
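HeLa cells stably expressing Vif plus C-terminally eYFP-tagged A3F were seeded, incubated overnight at 37 deg C, dosed with compound, incubated overnight again at 37 deg C. Yellow fluorescence (Ex 488/Em 500-530) reported blocked Vif-mediated A3F-eYFP degradation.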
D2 potentiator – positively modulates the human D2 dopamine receptor allosterically | P14416 | AID 485347 | 340,000 tested, 0.34% active | potentiation, % at 10 µM | HEK293 T-REx D2, calcium flux, EC20 dopamine potentiation;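 active = potentiation over 3 SD above the plate norm, cut at about 30% in these data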; note: 0% is about no effect
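Potentiation of an EC20 dopamine calcium response is measured in a force-coupled, tetracycline-inducible Hek293 Trex D2 line. Compound-only kinetic reads over 180 s flag agonists before dopamine addition.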
An asterisk follows results filed as active; i = inactive; ? = inconclusive; nt = not tested or not shown. Unless noted, calls come from the whole dose curve; as a rule, active = well fitted curve in the direction sought with a large enough effect; inconclusive = small, poorly fitted or top-dose-only effect, or another doubt; inactive = no such curve, though single readings can be large; an effect the other way counts as inactive or inconclusive. Only part of the results is shown; count on the stated rates, not on these rows.

SMILES,Vif-A3G inh,D1 agonist,D1 antagonist,D1 potentiator,RXFP1 ag,D2 potentiator,Glioma ERSR ind,RXFP1 antagonist,Vif-A3F inh
O=C1NC(=O)C(c2ccccc2)(c2ccc(O)cc2)N1 (stereo not given),-7.9%,1.7,12.7,-0.8,-1.2%,-5.8,0.4%,-5.9,2.2%
CCOc1ccc(C(CC(=O)O)NC(=O)C23CC4CC(CC(C4)C2)C3)cc1 (stereo not given),0.0%,1.1,-4.9,-4.3,-1.3%,8.5,-4.9%,-3.7,-0.7%
CC[C@H](C)[C@H](NC(=O)OCc1ccccc1)C(=O)OCC(=O)N(C)CC(=O)Nc1ccccc1Cl,-7.2%,11.0,-2.5,4.3,0.6%,-1.2,-5.2%,-15.8,-25.8%
CCN(CC)c1ccc(C(=O)NNC(=O)C2CSC3(C)CCC(=O)N23)cc1 (stereo not given),-2.0%,2.2,-7.9,-8.1,-1.3%,6.4,-3.5%,5.2,-3.4%
CCOc1cc(/C=N\NC(=O)c2ccc(C)nc2)ccc1OC(=O)c1ccc(F)cc1,-6.5%,-1.2,-20.3,-7.5,-0.1%,13.1,-1.7%,-4.2,-9.9%
CS(=O)(=O)c1ncc(N(Cc2ccccc2)Cc2ccco2)c(C(=O)Nc2cccc(C(F)(F)F)c2)n1,-1.9%,8.0,-2.4,1.1,3.4%,6.3,-3.1%,-15.3,-11.7%
CN1CCN(CCCN(Cc2ccco2)C(=S)Nc2ccc(Cl)cc2)CC1,-0.7%,13.1,-3.2,-3.6,2.4%,-0.5,-0.1%,6.3,-6.9%
CC(=O)N1C(C)c2ccccc2C(C)(C)CC12CCCCC2 (stereo not given),-7.8%,-0.5,-16.2,9.2,2.2%,nt,-1.6%,-11.8,-14.6%
C=CCOC(=O)C1=C(C)NC(=O)NC1c1ccc(OC(=O)c2ccco2)c(OC)c1 (stereo not given),0.5%,2.0,-14.0,-1.8,0.8%,0.5,-3.9%,-0.6,-3.0%
CCN(CC)S(=O)(=O)c1ccc(N2CCOCC2)c(NC(=O)CSCc2c(C)noc2C)c1,-3.2%,nt,nt,nt,nt,nt,-2.1%,0.5,3.9%
O=C(/C=C/c1ccccc1)c1ccoc1,-5.1%,1.3,13.1,0.8,1.4%,-2.8,-14.0%,-6.4,-10.2%
O=C(Nc1ccc(Cl)c([N+](=O)[O-])c1)c1ccncc1,1.1%,10.1,-18.5,-5.5,2.3%,-12.6,-2.8%,5.8,-8.5%
O=C1C(c2ccnc3ccccc23)=C(O)c2ccccc21,0.9%,0.4,-3.3,0.7,-0.2%,19.1,-7.8%,3.5,0.5%
O=[N+]([O-])c1ccc(S(=O)(=O)NN=Cc2ccc(Cl)c(Cl)c2)cc1,1.7%,nt,nt,nt,nt,nt,-2.8%,-15.6,-17.8%
CN1C(=O)/C(=C\c2ccc(N(C)C)cc2)OC1=S,?,523.1*,-66.3*,-6.2,2.2%,-19.7,1.6%,-2.8,i
CCS(=O)(=O)c1ccc2oc(Nc3cc(C)cc(C)c3)nc2c1,-4.0%,1.8,18.4,-1.9,0.7%,-7.8,-0.1%,12.0,-2.8%
Cc1cccc(NS(=O)(=O)c2cccs2)c1,-0.1%,-0.7,-2.4,1.9,0.1%,3.3,-1.1%,-0.9,-7.5%
CSc1nc2ccc3nc(NC(=O)c4ccc(Cl)s4)sc3c2s1,-0.5%,2.5,2.8,5.0,0.2%,5.0,-0.8%,nt,0.3%
CCOC(=O)COc1ccc(S(=O)(=O)Nc2ccc(C)cc2)cc1,-0.4%,44.7*,-15.1,-12.9,-0.9%,-9.0,1.5%,-3.7,-0.2%
O=C(O)c1ccc(S(=O)(=O)N[C@H](Cc2ccc(C(F)(F)F)cc2)C(=O)O)cc1,nt,-0.4,-6.7,-6.7,0.0%,nt,nt,nt,nt
COc1cccc(/C=N/NC(=O)c2ccc3nc[nH]c3c2)c1O,-3.7%,0.9,6.2,3.4,-0.6%,7.7,4.5%,10.9,-6.9%
Cc1cccc(Oc2nc(CN3CCOCC3)nc3sc4c(c23)CCCC4)c1,-0.5%,0.9,-2.0,2.5,-0.1%,-6.3,-1.7%,-27.3,5.8%
COc1ccc(C(C(=O)NC2CCCCC2)N(C(=O)c2ccco2)c2ccc(-n3cnnn3)c(C)c2)cc1 (stereo not given),-6.0%,nt,nt,nt,nt,nt,-10.6%,4.6,2.9%
COc1ccc(S(=O)(=O)NCCc2nnc3ccc(SCc4cccnc4)nn23)cc1,-1.1%,0.0,11.3,-10.2,24.6%,7.2,0.7%,0.7,2.3%
CCC(=O)NCCc1nc2ccccc2n1CC(=O)c1ccccc1,3.9%,-1.5,25.2,-3.0,-0.4%,4.8,0.7%,11.5,0.4%
CCn1c2ccccc2c2cc(NC(=O)CSc3nnc(-c4ccc(OC)c(OC)c4)n3N)ccc21,0.6%,3.7,-3.3,-8.3,2.8%,-4.3,-1.4%,-10.7,-6.8%
O=C(CSCCNS(=O)(=O)c1ccccc1)Nc1ccccc1,-1.9%,5.3,-7.1,-5.2,1.7%,0.9,-4.5%,2.0,-21.8%
CC(C)(C)NC(=O)C(c1ccc(F)cc1)N(CC1CCCO1)C(=O)c1csnn1 (stereo not given),1.1%,1.6,-9.4,-5.2,0.0%,6.4,-7.8%,10.0,-7.7%
COc1cc(/C=C(\C(=O)O)c2ccc(S(=O)(=O)N3CCCC3)s2)cc(OC)c1,0.3%,0.0,0.8,-6.9,1.8%,-1.4,-3.9%,-11.7,1.1%
O=C(Cc1ccc(Cl)c(Cl)c1)N/N=C/c1cccnc1,-17.9%,3.1,15.2,-10.7,0.2%,-4.8,-3.4%,-5.7,-5.5%

Structural class: those above with a CF3 group.
SMILES,Vif-A3G inh,D1 agonist,D1 antagonist,D1 potentiator,RXFP1 ag,D2 potentiator,Glioma ERSR ind,RXFP1 antagonist,Vif-A3F inh
CS(=O)(=O)c1ncc(N(Cc2ccccc2)Cc2ccco2)c(C(=O)Nc2cccc(C(F)(F)F)c2)n1,-1.9%,8.0,-2.4,1.1,3.4%,6.3,-3.1%,-15.3,-11.7%
O=C(O)c1ccc(S(=O)(=O)N[C@H](Cc2ccc(C(F)(F)F)cc2)C(=O)O)cc1,nt,-0.4,-6.7,-6.7,0.0%,nt,nt,nt,nt

New compounds follow
SMILES,Vif-A3G inh,D1 agonist,D1 antagonist,D1 potentiator,RXFP1 ag,D2 potentiator,Glioma ERSR ind,RXFP1 antagonist,Vif-A3F inh
Cc1cc(C)cc(NC(=O)CSc2nc(=O)n(CCN3CCOCC3)c3c2CCC3)c1,3.2%,-4.5,nt,-2.9,2.7%,-7.0,-1.5%,1.2,1.4%
Cc1ccc(/C=C/C(=O)N2CCN(c3ccc(F)cc3)CC2)o1,0.0%,1.7,-12.1,4.0,2.1%,nt,-2.5%,9.0,-6.4%
CC(=O)N(C)c1ccc(NC(=S)Nc2ccc(C(C)C)cc2)cc1,1.5%,4.1,-3.4,0.8,0.7%,3.9,3.4%,4.7,1.1%
O=C(CSc1n[nH]c(-c2ccccc2Cl)n1)NCc1cccc(C(=O)O)c1,6.7%,2.7,6.9,-2.8,2.3%,13.1,0.0%,2.1,-7.8%
CC(C)(C)c1ccc(Oc2cccc(C3CC(=O)C(C4NCCc5ccccc54)C(=O)C3n3cncn3)c2)cc1 (stereo not given),1.8%,4.3,-11.2,-6.0,0.1%,-2.8,1.0%,-37.9,-2.7%
Cc1ccc(C2C=C(c3ccc(Cl)cc3)Nc3nc(NC(=O)c4ccco4)nn32)cc1 (stereo not given),-14.3%,-1.0,4.0,-1.4,-1.6%,10.6,-1.9%,nt,?
CC(=O)Nc1nc2ccccc2n1Cc1ccc(Cl)cc1,5.7%,1.0,-10.3,-9.2,-1.2%,-7.7,3.7%,-4.9,-2.8%
O=C(Nc1cccc(C(F)(F)F)c1)c1ccc2snnc2c1,-1.2%,13.2,-14.0,-3.8,1.1%,-7.4,-3.1%,nt,-1.3%
CC(NC(=O)COC(=O)CCC(=O)c1ccc(F)cc1)c1ccccc1 (stereo not given),3.6%,nt,nt,nt,nt,nt,-1.6%,8.1,-6.2%
CC1(C)OC(C(O)(c2ccccc2)c2ccccc2)[C@@H](C(O)(c2ccccc2)c2ccccc2)O1 (stereo not given in full),0.9%,6.1,-12.1,-8.6,0.5%,-1.4,-1.3%,nt,-0.3%

As entered above.
Under RXFP1 ag, CC(=O)Nc1nc2ccccc2n1Cc1ccc(Cl)cc1 shows -1.2%
Under Glioma ERSR ind, CC1(C)OC(C(O)(c2ccccc2)c2ccccc2)[C@@H](C(O)(c2ccccc2)c2ccccc2)O1 (stereo not given in full) shows -1.3%
Under RXFP1 ag, CC(C)(C)c1ccc(Oc2cccc(C3CC(=O)C(C4NCCc5ccccc54)C(=O)C3n3cncn3)c2)cc1 (stereo not given) shows 0.1%
Under D2 potentiator, O=C(Nc1cccc(C(F)(F)F)c1)c1ccc2snnc2c1 shows -7.4
Under RXFP1 antagonist, CC(NC(=O)COC(=O)CCC(=O)c1ccc(F)cc1)c1ccccc1 (stereo not given) shows 8.1
Under Vif-A3G inh, Cc1ccc(C2C=C(c3ccc(Cl)cc3)Nc3nc(NC(=O)c4ccco4)nn32)cc1 (stereo not given) shows -14.3%
